# Bioassay records (PubChem BioAssay)
# CaV13 FRET inh = Disruptors of the CACNA1D IQ motif to Ca2+-dependent inactivation inhibitor domain association, primary screening, Förster resonance energy transfer in intact living … | HEK cells, CFP/YFP FRET ICDI-IQ, plate reader, 10 min; percent FRET-ratio fall versus neutral wells | inhibition, % at 12.3 µM | 340,000 compounds, 0.098% hits | AID 743397;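 active = mean replicate inhibition of at least 30% and at least 1% of replicates passing that level; inconclusive = only one of the two criteria is met; inactive = neither criterion is met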;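 also: 0% = median of the neutral control wells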
# Vif imaging = HIV Vif inhibition. HEK293T cells, Vif self-association by quenched fluorescence, imaging, 24 h. 340,000 compounds, 0.35% hits. AID 602346. inhibition, % at 7.49 µM; in the data active = inhibition above about 50%, passing the limit was not always enough; inconclusive = no clear call, values can overlap the other calls; inactive = below about 31%; also: some results filed as inactive read as strong as hits
# NR2E3 ag-1 = activates human NR2E3 receptor; 360,000 compounds, 0.35% hits; AID 602229; Q9Y5X4; inhibition of corepressor binding, % at 3.98 µM; CHO-S Gal4-NCOR/VP16-NR2E3 two-hybrid, luciferase;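 active = inhibition above the mean of all tested compounds plus 3 SD, cut at about 70% in these data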;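 also: 0% = DMSO with NR2E3 transfected cells and 100% = cells lacking NR2E3 construct; higher means lower luciferase signal from less NR2E3 corepressor binding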
# Target sequence (Q9Y5X4 whole entry, looked up, the tested form may be a part): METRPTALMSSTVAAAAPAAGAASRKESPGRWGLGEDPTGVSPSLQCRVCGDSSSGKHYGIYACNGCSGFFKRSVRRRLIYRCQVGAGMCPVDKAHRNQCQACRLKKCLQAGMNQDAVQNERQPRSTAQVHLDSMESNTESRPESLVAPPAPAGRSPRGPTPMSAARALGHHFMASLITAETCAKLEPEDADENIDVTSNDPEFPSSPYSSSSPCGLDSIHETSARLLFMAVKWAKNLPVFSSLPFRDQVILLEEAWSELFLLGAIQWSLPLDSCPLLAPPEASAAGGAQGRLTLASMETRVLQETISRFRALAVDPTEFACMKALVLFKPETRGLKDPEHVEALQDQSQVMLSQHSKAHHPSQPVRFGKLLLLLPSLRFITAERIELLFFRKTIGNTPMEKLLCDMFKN
# Exocytosis inh = blocks lytic granule exocytosis; TALL-104 LAMP-1 surface exposure, flow cytometry; cells stimulated with thapsigargin and PMA; inhibition, % at 10 µM; 360,000 compounds, 0.66% hits; AID 651702;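 active = inhibition above about 55%, limit read from the data; inconclusive = no clear call, values can overlap the other calls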
# HIF-2a block = HIF-2a inhibition | 786-0 RCC cells HIF-2a reporter, luciferase luminescence, overnight | inhibition, % at 18.8 µM | 360,000 compounds, 0.72% hits;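 active = inhibition of the luminescence signal of 40% or more relative to plate controls, in a single-dose primary screen at 18.75 µM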
# TRPM1 prom inh = reduces MITF-dependent TRPM1 promoter luciferase signal. SK-MEL-5 TRPM1 promoter luciferase, 24 h. inhibition, % at 12.5 µM. 330,000 compounds, 0.83% hits;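 active = mean inhibition across replicates of 60% or more, whatever share of single replicates reaches that level; inconclusive = some that reach 60%, reason not given; inactive = mean inhibition across replicates below 60%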; also: values of inactives mirror those of a sister screen read the other way
# iPSC survival up = increases survival of single human iPS cells; hiPSC single-cell survival, ATPlite luminescence; 100% = ROCK inhibitor wells, 0% = DMSO; survival enhancement, % at 20 µM; 360,000 compounds, 0.044% hits; in the data active = survival enhancement above about 18%;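 also: cells exposed to compounds for 16 hours before the ATP read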
# NR2E3 ag-2 = agonists of human nuclear receptor NR2E3; GST-NR2E3/biotin-RetCOR TR-FRET, 1536-well; AID 2300; 320,000 compounds, 0.12% hits; Q9Y5X4; inhibition of corepressor binding, % at 4.78 µM;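 active = percent inhibition above the cutoff of mean plus 3 SD of all tested compounds, set per screening campaign, cut at about 20% in these data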;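 also: 0% = DMSO wells and 100% = biotin wells as full block of FRET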
#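 System: GST-tagged NR2E3 plus biotinylated RetCOR corepressor; Amount: 1.35 nM GST-tagged NR2E3 final; Dosing: single nominal compound dose of 4.8 µM; Schedule: 5 h incubation at 4 °C; Technique: TR-FRET with europium anti-GST and streptavidin-D2, 340 nm excitation; Controls: biotin wells as high control, 0.6% DMSO wells as low control.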
# PDI inh = inhibitors of human protein disulfide isomerase; P07237; PDI insulin aggregation turbidity, A650, 90 min; inhibition, % at 10 µM; 350,000 compounds, 0.052% hits; AID 588391;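 active = mean inhibition across replicates of 30% or more, whatever share of single replicates reach that level; inconclusive = mean inhibition below 30% while every single replicate reaches 30%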;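 also: absorbance from insulin aggregation driven by PDI reduction with DTT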
# Target sequence (P07237 whole entry, looked up): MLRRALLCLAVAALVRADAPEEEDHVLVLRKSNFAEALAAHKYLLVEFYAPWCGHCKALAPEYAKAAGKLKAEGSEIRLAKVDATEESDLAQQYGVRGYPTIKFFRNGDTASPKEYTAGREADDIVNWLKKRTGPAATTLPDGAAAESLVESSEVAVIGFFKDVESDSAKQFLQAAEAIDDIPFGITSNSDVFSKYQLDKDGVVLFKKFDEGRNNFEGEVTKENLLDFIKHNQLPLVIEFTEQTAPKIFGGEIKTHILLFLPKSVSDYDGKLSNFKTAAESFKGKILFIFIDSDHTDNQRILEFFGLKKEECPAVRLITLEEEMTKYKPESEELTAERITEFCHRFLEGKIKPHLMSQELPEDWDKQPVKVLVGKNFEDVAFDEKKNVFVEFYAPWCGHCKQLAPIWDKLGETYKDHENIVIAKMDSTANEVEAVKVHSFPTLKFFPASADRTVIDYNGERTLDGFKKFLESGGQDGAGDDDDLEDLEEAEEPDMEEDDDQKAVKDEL
# aDG glyco up = increases alpha dystroglycan glycosylation; Pro5-aDG cells, alpha-DG glycosylation AlphaScreen (IIH6); 0% Pro5, 100% B10-LARGE cell signal; AID 624168; activation, % at 10 µM; 360,000 compounds, 0.22% hits;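 active = activation of at least 8% versus controls, or a plate z-score of at least 8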;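 also: Pro5 are CHO cells carrying HIG-tagged alpha-DG that lacks glycosylation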
# Peg3 prom inh = reduces Peg3 promoter-driven luciferase expression in HeLa | inhibition, % at 20 µM | AID 588405 | HeLa PEG-Prom luciferase reporter, luminescence, overnight | 360,000 compounds, 1.7% hits;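 active = inhibition of at least 50% at 20 µM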
# An asterisk follows results filed as active; u = inconclusive; x = not tested or not shown.
Compound	CaV13 FRET inh	Vif imaging	NR2E3 ag-1	Exocytosis inh	HIF-2a block	TRPM1 prom inh	iPSC survival up	NR2E3 ag-2	PDI inh	aDG glyco up	Peg3 prom inh
CCOCCOc1nc2c(c(=O)n(C)c(=O)n2C)n1Cc1ccc(C)cc1	-6.2	10.7	-2.2	-4.7	-7.6	4.6	-1.9	-2.3	-5.5	0.1	-3.7
C[n+]1ccccc1Nc1cc([N+](=O)[O-])ccc1N	-9.4	20.5	-18.3	12.6	12.7	-0.8	0.1	0.9	-0.6	-0.2	13.7
COc1ccc(/C=N/NC(=O)c2ccc(NC(=O)C3CCCCC3)cc2)cc1O	x	2.6	-9.7	5.7	-11.2	4.8	0.8	-2.1	4.1	0.3	-14.4
CCOC(=O)C1CCN(c2c(NCc3ccc(C(=O)NC(C)CC)cc3)c(=O)c2=O)CC1 (stereo unspecified)	-5.1	18.0	14.1	5.2	7.1	1.5	-2.2	-7.2	3.0	0.4	5.3
CC1Cc2nc(SCC(=O)NCC3CCCO3)n(-c3ccccc3)c(=O)c2S1 (stereo unspecified)	-3.1	1.9	0.9	-3.2	1.2	x	-2.7	x	-3.6	-0.1	-7.0
CN(C)S(=O)(=O)c1ccc(N2CCCC2)c(C(=O)NC2CCC(O)CC2)c1 (stereo unspecified)	-7.6	-8.2	-0.6	8.4	12.7	8.8	0.7	-2.5	-1.6	-0.1	1.3
Cc1onc(-c2ccccc2Cl)c1C(=O)Nc1ccc(F)c(F)c1	-5.5	-10.0	8.2	-1.5	11.9	4.2	2.0	2.4	3.9	0.2	26.5
CCN(CC)CCCNC(=O)CSc1nc(C)cc(C)n1	-3.1	-4.1	6.7	3.0	16.9	0.0	-1.8	5.7	13.4	0.7	3.2
NC(=S)NN=C1CCCCCCCC1	-11.2	-2.4	9.6	2.0	-10.5	10.5	-2.0	x	10.7	0.9	-9.8
NC(=S)NNc1cc(Cl)cc(Cl)c1	-4.2	2.4	-12.8	-2.1	21.9	8.6	-0.9	-1.8	9.7	0.3	10.3
O=[N+]([O-])c1cc(C(F)(F)F)cc([N+](=O)[O-])c1NCc1cccnc1	-2.8	-2.9	35.9	-0.7	14.3	21.4	-0.1	-3.8	-4.7	0.1	14.4
CCOC(=O)c1c(CC(C)C)csc1N	1.1	7.3	-1.8	0.0	18.2	-0.1	1.0	2.0	1.1	-0.3	13.8
CN1CCC(OC(=O)c2ccccc2Cl)CC1	-7.9	-2.7	-32.8	0.2	-3.7	-10.6	-2.6	-4.7	16.9	0.4	7.5
CCc1nc(SCC(=O)Nc2cc(C)on2)c2c(=O)n(C)c(=O)n(C)c2n1	7.0	-2.0	-4.0	4.0	12.2	-2.7	1.7	3.7	x	-0.1	29.0
Cc1ccc(OCc2cc(C(=O)NC(C)Cc3cccnc3)no2)cc1C (stereo unspecified)	-6.7	0.0	-67.0	2.1	-196.0	-64.6	0.5	-4.2	3.0	0.3	-211.6
CCC(=O)Nc1ccc(NC(=O)CSc2nnc(-c3ccco3)n2CC)cc1	-3.7	6.1	-13.8	-4.0	8.1	-0.2	1.9	3.0	3.8	-0.1	3.0
CC(C)CCC(C)NC(=O)Cc1ccc(S(=O)(=O)N2CCOCC2)s1 (stereo unspecified)	-5.4	x	-30.5	-3.4	7.0	16.5	0.6	0.3	-0.2	0.2	-8.6
COc1cccc(CN2CCNC(=O)C2CC(=O)NCCc2ccccn2)c1 (stereo unspecified)	-6.1	-4.5	-32.6	-4.1	2.7	-3.8	3.1	1.5	-0.3	-1.4	1.3
CCOc1ccc(Br)cc1C1=NN(C(C)=O)C(c2ccc([N+](=O)[O-])s2)O1 (stereo unspecified)	-18.8	-12.9	-15.6	12.5	-5.4	x	0.1	x	-4.1	0.7	18.8
CNc1nc(C)nc(N/N=C/c2ccccc2)n1	-5.1	1.9	-34.5	5.3	-86.0	-12.1	0.8	-6.0	9.9	0.0	-42.4

# The last two entries of the part above are carried over, then new ones follow:
Compound	CaV13 FRET inh	Vif imaging	NR2E3 ag-1	Exocytosis inh	HIF-2a block	TRPM1 prom inh	iPSC survival up	NR2E3 ag-2	PDI inh	aDG glyco up	Peg3 prom inh
CCOc1ccc(Br)cc1C1=NN(C(C)=O)C(c2ccc([N+](=O)[O-])s2)O1 (stereo unspecified)	-18.8	-12.9	-15.6	12.5	-5.4	x	0.1	x	-4.1	0.7	18.8
CNc1nc(C)nc(N/N=C/c2ccccc2)n1	-5.1	1.9	-34.5	5.3	-86.0	-12.1	0.8	-6.0	9.9	0.0	-42.4
COc1ccc(C)cc1NC(=O)NNC(=O)c1ccoc1C	-5.4	5.0	-36.7	-6.0	-6.2	-5.3	0.7	1.1	-9.5	-0.2	3.2
C[C@H](CO)N1C[C@H](C)[C@@H](CN(C)S(=O)(=O)c2cn(C)cn2)OCc2cn(nn2)CCCC1=O	-3.2	-0.3	-3.0	-0.4	0.6	x	-0.5	x	-2.2	0.3	-2.1
O=C(CSc1nnc(-c2ccccc2Br)o1)N1CCOCC1	-3.3	19.3	-96.1	-3.8	-188.2	-65.6	-0.2	6.5	-5.0	-0.1	-254.1
Cn1c(=O)c2cc(NC(=O)CCc3ccc4c(c3)OCO4)ccc2n1Cc1ccc(F)cc1	-4.8	-22.8	10.3	3.2	7.1	x	-2.6	x	7.3	0.6	15.2
O=C1CC[C@@H]2CC3(C[C@@H]4CCN1[C@H]24)Nc1cc(Cl)ccc1NC3=NC1CCCCC1 (stereo partly specified)	-10.1	7.0	-13.3	43.5	5.5	-6.5	1.6	x	-0.4	-0.4	-12.1
Cc1cc(C)c(C(=O)COC(=O)C2CC3CCCC(C2)C3=O)c(C)c1 (stereo unspecified)	-6.3	0.4	-14.7	-2.5	0.7	3.5	-0.3	2.3	-1.0	0.3	-2.8
Cc1nnc(SCC(=O)NC2CCCC2)n1CCc1ccccc1	-5.8	u	-26.2	7.0	12.8	-1.5	1.2	-1.9	-3.5	0.0	6.8
CN(C)c1ccc2nsnc2c1[N+](=O)[O-]	-19.3	-2.7	-8.2	9.4	15.7	0.9	1.8	-2.3	-7.8	0.0	-10.9
CC1(Cc2cc(Cl)ccc2C(F)(F)F)C(=O)Nc2ccc(S(=O)(=O)NC3CCCCC3)cc21 (stereo unspecified)	-18.5	70.1*	-6.4	1.9	14.1	x	0.6	x	1.5	0.0	32.5
COc1cccc(CN2CC(C(=O)NCCc3ccc(C)s3)CCC2=O)c1 (stereo unspecified)	-2.9	0.5	-59.1	6.0	6.1	0.8	-0.4	-0.6	-4.9	-0.3	4.5
Cc1ccc(S(=O)(=O)N2CCN(CC(=O)NC3CCCc4ccccc43)CC2)c(C)c1 (stereo unspecified)	-4.3	-4.8	0.5	-2.4	1.3	5.7	-1.9	-1.9	6.4	-0.1	12.4
COc1ccc(NC(=O)Nc2nnc(C(C)C)s2)cc1	-3.5	-7.0	-69.2	1.2	-322.6	-38.2	-2.2	4.0	-7.4	-0.3	-222.1
O=C1CN(C(=O)COC(=O)CCS(=O)(=O)c2ccccc2)c2ccccc2N1	-7.4	3.9	-7.3	4.0	6.4	6.4	2.9	0.5	-3.4	0.4	4.4
CC1=CN2C(=N)/C(=C/c3ccc(C)o3)C(=O)N=C2S1	-4.4	-8.1	-119.3	-4.5	-93.4	-6.2	-1.7	-2.8	7.6	0.2	-84.9
CCCCOC(=O)Nc1ccc(S(=O)(=O)Nc2nccs2)cc1	-4.5	-2.0	-2.8	4.2	10.6	-3.4	1.0	-3.1	0.3	0.0	13.8
COc1ccc(C/C(C)=N/NC(=O)c2ccncc2)cc1	-5.7	-3.1	-6.5	0.0	11.2	-1.9	1.2	5.6	-4.5	-0.1	-1.5
Cn1c(C(=O)N(Cc2ccccc2)Cc2cccs2)cc2sccc21	-9.6	12.5	6.2	3.7	-3.1	-3.4	0.1	0.2	-9.2	0.2	32.4
COc1ccc(S(=O)(=O)NCC2CCCN(C(=O)C=C(C)C)C2)cc1 (stereo unspecified)	0.3	-6.1	-18.0	-0.5	4.8	-2.7	3.2	2.7	-2.0	-0.2	13.4
Nc1c(C(=O)NC2CCCC2)c2nc3ccccc3nc2n1/N=C/c1cccnc1	-6.5	-0.9	-8.5	15.7	2.0	1.7	1.9	-3.0	7.6	-0.1	33.4
CC(C)Cc1ccc(CN2CCCC(NC(=O)c3ccnn3C)C2)cc1 (stereo unspecified)	-6.2	0.0	-7.1	3.9	5.2	34.2	-0.2	-3.3	4.8	0.8	3.3

Compound	CaV13 FRET inh	Vif imaging	NR2E3 ag-1	Exocytosis inh	HIF-2a block	TRPM1 prom inh	iPSC survival up	NR2E3 ag-2	PDI inh	aDG glyco up	Peg3 prom inh
COc1ccccc1NC(=O)C(C)OC(=O)CC1CCCCC1 (stereo unspecified)	-3.2	5.6	-34.5	-0.8	7.2	-0.2	0.3	5.3	-7.3	0.0	8.3
C[C@@H]1CN([C@@H](C)CO)C(=O)c2cc(NC(=O)Nc3ccccc3)ccc2O[C@@H](C)CCCCO[C@H]1CN(C)C(=O)Nc1ccc(C(F)(F)F)cc1	-2.6	x	-3.1	-5.6	4.2	x	-1.1	x	-1.3	-0.2	11.8
C[C@H]1C=C(C(=O)NCc2nc3ccccc3[nH]2)O[C@@H](OCc2ccc(CO)cc2)C1	-8.2	7.1	-18.8	-8.3	-5.3	1.6	1.6	-3.8	4.2	-0.1	-16.4
O=C(CC(C(=O)O)N1CCOCC1)Nc1ccc(Cl)cc1 (stereo unspecified)	x	x	-8.4	0.5	15.9	6.9	1.0	0.0	-13.9	-0.1	-1.6
CN(C)c1ccc(/C=N/NC(=O)c2cc(=O)[nH]c3ccccc23)cc1	-6.2	-10.5	-6.1	-10.3	10.0	-7.9	-0.9	-4.2	-3.0	-0.1	11.8
CCOC(=O)c1oc2cc(O)cc(C)c2c1C	-11.0	-3.2	-39.1	4.0	-129.3	-36.9	-2.8	x	-5.5	0.3	-211.7
O=C(CSc1nnc(NC(=O)c2c(F)cccc2F)s1)NCc1ccc(F)cc1	-3.2	-10.0	-16.1	3.0	-14.0	-7.8	-0.4	3.8	-14.4	0.0	-26.2
O=C(CSc1nc(C2CC2)nc2ccccc12)Nc1ccccc1N1CCOCC1	1.8	17.7	8.2	-0.2	35.7	-3.2	-1.0	0.0	5.6	0.8	39.0
NS(=O)(=O)c1ccc(CCNC(=O)C2CCN(C(=O)Nc3ccccc3)CC2)cc1	-5.7	55.0*	-7.0	-4.9	13.6	10.9	2.3	x	9.4	0.0	2.5
Cc1ccc2oc(=O)c3cnn(CC(=O)N(CCCN4CCOCC4)Cc4ccco4)c3c2c1	-2.6	2.6	-8.1	1.4	-2.1	3.2	-3.1	1.7	x	-0.1	18.0
COc1ccc(OC)c(NC(=O)CCNS(=O)(=O)c2cc(Br)cnc2N)c1	-3.4	-6.7	-16.5	-1.2	23.1	0.9	-0.4	1.5	9.3	0.4	11.0
